Bioassay records: PubChem, several laboratories
TRAIL sens C8: viability loss with TRAIL in NB7+C8 cells, primary screen, TRAIL sensitizer project, cell-based, ATPlite luminescence; AID 624354, 2012; 360,000 tested, 1% active; inhibition (viability loss, TRAIL sensitization), % at 10 µM;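 active = compounds causing at least 50% loss of cell viability in the single-dose screen, relative to plate controls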
MITF TRPM1 inh: inhibitors of MITF-dependent TRPM1 promoter reporter, primary screen, cell-based, SK-MEL-5, single point, luciferase | SK-MEL-5 TRPM1 promoter luciferase, 24 h | 330,000 tested, 0.83% active | inhibition, % at 12.5 µM;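 active = mean inhibition across replicates of 60% or more, whatever share of single replicates reaches that level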; also: values of inactives mirror those of a sister screen read the other way
TWEAK Fn14 block: inhibitors of TWEAK-Fn14 signaling, primary screen, luciferase reporter cells, uHTS | 360,000 tested, 2% active | AID 1159606, 2016 | TWEAK-stimulated Fn14 reporter cells, luciferase luminescence, 8 h | inhibition, % at 10 µM; in the data active = inhibition above about 50%
NR2E3 ag-1: NR2E3 agonists in two-hybrid cells, primary screen, cell-based, luminescence, CHO-S, Gal4-NCOR/VP16-NR2E3; luciferase; inhibition of corepressor binding, % at 3.98 µM; 360,000 tested, 0.35% active; AID 602229, 2012;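 active = inhibition above the mean of all tested compounds plus 3 SD, cut at about 70% in these data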;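 also: 0% = DMSO with NR2E3 transfected cells and 100% = cells lacking NR2E3 construct; higher means lower luciferase signal from less NR2E3 corepressor binding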
Target sequence (Q9Y5X4 whole entry, looked up, the tested form may be a part): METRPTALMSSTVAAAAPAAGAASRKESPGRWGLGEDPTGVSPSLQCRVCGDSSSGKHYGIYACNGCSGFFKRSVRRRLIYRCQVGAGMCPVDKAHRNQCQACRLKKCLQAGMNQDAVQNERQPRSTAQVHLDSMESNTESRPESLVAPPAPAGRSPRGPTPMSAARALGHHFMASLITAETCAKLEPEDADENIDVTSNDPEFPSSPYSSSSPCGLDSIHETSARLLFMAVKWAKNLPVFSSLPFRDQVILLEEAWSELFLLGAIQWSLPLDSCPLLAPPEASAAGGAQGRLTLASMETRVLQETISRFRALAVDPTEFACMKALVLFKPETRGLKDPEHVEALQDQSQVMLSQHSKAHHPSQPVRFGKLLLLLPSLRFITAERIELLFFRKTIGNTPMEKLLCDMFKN
KKLEB tox: cytotoxicity in KKLEB CF airway cells, primary screen, cytotoxicity control for CF NF-kB inhibitor project, cell-based, uHTS, fluorescence assay plates; 360,000 tested, 0.36% active; KKLEB CF airway cells viability, ATPlite luminescence, overnight; hits give low values; cells stimulated with P. aeruginosa culture filtrate; activity change (cytotoxicity), % at 5 µM; AID 602141, 2011;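 active = corrected activity change at or below -50% at 5 µM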
NR2E3 ag-2: inhibitors of NR2E3-RetCOR corepressor binding, primary screen, NR2E3 agonist project, biochemical, TR-FRET, GST-NR2E3, biotin-RetCOR; Photoreceptor-specific nuclear receptor (Homo sapiens), Q9Y5X4; 1536-well; inhibition of corepressor binding, % at 4.78 µM; 320,000 tested, 0.12% active; AID 2300, 2010;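 active = percent inhibition above the cutoff of mean plus 3 SD of all tested compounds, set per screening campaign, cut at about 20% in these data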;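 also: 0% = DMSO wells and 100% = biotin wells as full block of FRET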
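Test system: GST-NR2E3 and biotin-RetCOR proteins | Quantity: 1.35 nM GST-tagged NR2E3 final | Medium: Tris pH 7.5 | Also added: 7 nM biotin-RetCOR | Dosing: Compound at 4.8 µM, single dose | Timing: 5 h at 4 °C | Detection: Time-resolved FRET | Read-out basis: Percent inhibition | Benchmarks: Biotin wells as high control, 0.6% DMSO wells as low control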
Peg3 prom inh: Peg3 promoter-driven luciferase inhibitors, primary screen, cell-based, HeLa, luciferase luminescence; HeLa PEG-Prom luciferase reporter, overnight; inhibition, % at 20 µM; 360,000 tested, 1.7% active;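 active = inhibition of at least 50% at 20 µM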
HIF-2a block: HIF-2a reporter inhibitors, primary screen, luminescence, 786-0 RCC cells; 786-0 RCC cells HIF-2a reporter, luciferase luminescence, overnight; inhibition, % at 18.8 µM; 360,000 tested, 0.72% active;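 active = inhibition of the luminescence signal of 40% or more relative to plate controls, in a single-dose primary screen at 18.75 µM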
CF NFkB inh: inhibitors of PAF-induced NF-kB signaling, primary screen, cell-based, GFP fluorescence, uHTS. KKLEB NF-kB-GFP reporter, GFP fluorescence overnight. inhibition, % at 5 µM. 360,000 tested, 0.86% active. AID 588850, 2011;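 active = at least 50% inhibition at 5 µM, scaled per plate between neutral and stimulator controls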;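 also: PAF is a Pseudomonas aeruginosa culture filtrate used as stimulus; plate controls were PAF-stimulated DMSO wells for no effect and unstimulated DMSO wells for full effect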
Shn3 inh set2: reduction of Shn3 3'UTR firefly luciferase signal, primary screen, Schnurri-3 inhibitor project, cell-based, Clone20 osteoblasts, set 2. 360,000 tested, 0.52% active. inhibition, % at 12.5 µM. Clone20 osteoblast Shn3 3'UTR firefly luciferase, 24 h. AID 588674, 2011;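 active = mean inhibition of at least 75% with every replicate also reaching 75%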;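 also: 0% = median of neutral control wells and 100% = pilot-screen positive control compound; some compounds past the cut are filed as inactive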
TROY signal inh: inhibitors of TROY-driven NF-kB signaling, primary screen, Q293 LMP1-TROYcd cells, NF-kB luciferase, uHTS; 360,000 tested, 0.98% active; AID 1347056, 2019; inhibition, % at 10 µM; Q293 LMP1-TROYcd NF-kB luciferase reporter, 4 h;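 active = compounds whose plate-normalised and pattern-corrected inhibition of the luciferase reporter signal at the single screening dose is 50% or more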
* marks the source's active call; other numbers are inactive results; x = no result given.

SMILES	TRAIL sens C8	MITF TRPM1 inh	TWEAK Fn14 block	NR2E3 ag-1	KKLEB tox	NR2E3 ag-2	Peg3 prom inh	HIF-2a block	CF NFkB inh	Shn3 inh set2	TROY signal inh
CS(=O)(=O)N1N=C(c2ccco2)CC1c1ccc(Cl)cc1Cl (stereo not drawn)	6.3	-0.4	3.8	-11.2	4.7	0.3	12.2	15.7	2.3	6.2	5.5
CC(=O)c1ccc(NC(=O)CNCc2cccs2)cc1	-5.8	-61.7	-22.2	-58.3	11.5	-3.8	-158.1	-176.6	-15.2	-71.0	-55.2
Clc1cc2cccnc2c2ncccc12	9.5	56.7	-27.1	82.9*	-12.3	0.8	50.0	-5.8	-36.2	84.9	4.7
Cc1ccc(C)c(NS(=O)(=O)c2cc(C(=O)Nc3cccc(N(C)S(C)(=O)=O)c3)ccc2C)c1	-7.7	13.7	16.0	-6.7	1.5	0.5	31.6	7.2	1.0	20.4	19.3
CCOC(=O)c1c(NC(=O)COC(=O)CCCOc2ccc(OC)cc2)sc(C(=O)N(C)C)c1C	-1.9	2.2	-25.8	-29.1	3.4	x	7.9	-9.0	3.5	-1.5	4.0
CC(C)COC(=O)N1C[C@H](O)C[C@H]1C(=O)Nc1ccc(Cl)cc1	2.3	17.1	7.3	-13.5	-24.5	-1.2	2.6	1.2	13.7	-0.9	1.4
O=C(C1=C(O)/C(=C/c2ccc(O)cc2)CCC1)C(F)(F)F	-3.7	-29.1	11.7	-22.5	7.1	0.5	-46.9	-45.8	14.1	-10.1	-16.5
COc1cc2c(cc1NC(=S)NC(=O)c1c(OC)cccc1OC)oc1ccccc12	-4.9	1.6	14.9	-8.2	-7.8	-2.4	-7.8	-32.1	18.8	2.7	-20.3
C[n+]1ccccc1N1CCN(c2ccccc2Cl)CC1	2.6	16.0	2.8	-16.4	-0.1	1.5	10.8	12.6	-7.2	10.9	-3.1
O=C(NNC(=O)c1sccc1-n1cccc1)c1ccc(F)cc1	0.7	9.5	8.8	-17.2	-3.9	7.4	12.1	7.3	-10.0	-0.5	-11.5
Cc1c(C)n(C)c2ccc(C(=O)NCCCN3CCN(c4ccccc4F)CC3)cc12	3.8	-8.5	-12.2	2.7	-2.3	0.7	21.5	1.7	-5.0	13.0	-10.2
COc1ccc(NC(=O)CCSc2cc(C)c3ccccc3n2)cc1	-2.5	6.8	-29.8	3.7	-11.6	5.0	10.3	-2.4	-4.5	-2.4	-0.5
COCCn1c(C)cc(C(=O)CSc2nc(C)nc3sc4c(c23)CCC4)c1C	18.8	10.5	-1.0	-10.3	-36.8	4.1	28.4	1.2	-2.5	69.6	17.5
O=C(NCCCN1CCOCC1)C(=O)NCC1OCCN1S(=O)(=O)c1ccc(F)cc1 (stereo not drawn)	-0.1	-2.3	-0.8	18.4	-8.3	1.8	-4.4	11.8	0.4	-4.4	-7.1
Cc1c(C(=O)N2CCN(c3ncccn3)CC2)sc2nc3n(c(=O)c12)CCCC3	-3.7	0.9	-7.0	-29.3	1.9	0.8	-65.0	-52.5	8.3	-29.5	-46.1
CC(C)N1CCN(c2ccncc2S(=O)(=O)N2CCOCC2)CC1	3.0	8.5	7.2	-20.8	16.4	3.1	0.9	10.7	-8.3	-11.1	-10.1
CC(C)OC(=O)C1CC(C)(O)C(=O)C(C(=O)OC(C)C)C1c1ccc([N+](=O)[O-])cc1 (stereo not drawn)	-1.2	8.3	-0.2	5.2	2.3	1.8	28.1	6.6	0.4	-1.6	-7.3
COc1ccc(C)cc1S(=O)(=O)N1CCCC(C(=O)NCC2CCCO2)C1 (stereo not drawn)	-5.5	-2.4	10.7	7.7	1.3	4.6	21.6	16.3	3.6	-11.0	-2.8
Cc1nc(S/C(=C/c2ccc(-c3ccc(C(=O)O)cc3)o2)C(=O)O)n[nH]1	-3.4	-8.4	8.7	-29.5	15.0	-9.3	2.3	6.0	-6.7	3.0	-5.6
CCCCN1C(=O)C(CC(=O)NCCc2ccccn2)CC(C(=O)N2CCOCC2)=C1C (stereo not drawn)	1.2	x	10.6	-2.3	-0.5	x	-27.6	6.0	1.4	-11.1	-7.6
Cc1cc(Cl)ccc1OCCCC(=O)N1CCN(C)CC1	1.7	-1.3	-24.7	-21.6	-0.4	-2.1	13.5	-8.5	4.7	13.3	-11.4
COC(=O)CCSCC(=O)Nc1ccc(S(=O)(=O)N2CCOCC2)cc1OC	-10.5	4.8	10.6	25.8	1.6	0.1	17.5	3.1	-4.0	13.7	2.7
COc1cc2nc(C3CCC3)n(NC(=O)C3CCCC(OC)C3)c(=O)c2cc1OC (stereo not drawn)	0.9	6.9	3.6	-21.3	4.1	1.1	1.9	7.1	-14.3	-9.8	-11.8
Cc1cccc(C(=O)O/N=C2\CCCc3ccccc32)c1	15.7	-22.6	-19.3	-22.8	-4.6	-0.3	-136.5	-105.0	8.2	-0.9	-66.7
O=C(NCc1ccco1)/C(=C\c1cccs1)NC(=O)c1ccsc1	-0.4	-6.1	0.1	29.0	1.0	1.7	6.2	16.8	4.4	11.6	-15.4
COC(=O)c1ccc2nc(-c3cccc(Cl)c3)c(CC3CCCCC3)n2c1	25.4	x	-15.3	-10.0	x	x	x	-123.5	x	x	-50.8
O=C(NCC1CCCO1)c1cn(Cc2ccccc2)nc1-c1ccccc1 (stereo not drawn)	-7.2	3.4	12.8	-17.8	-0.2	3.0	5.5	13.0	7.4	12.7	5.3
N#Cc1c(-c2ccccc2)cc(-c2ccccc2)[nH]c1=O	-1.5	2.2	4.8	-5.9	-3.6	3.0	16.6	12.8	3.2	18.1	14.4
C=CCC[C@H](CCCCC)OC(=O)/C=C/[C@@H](O)[C@H](O)C[C@@H](O)CC=C	-12.1	x	-8.0	-2.4	x	x	x	19.3	x	x	-12.9
Cc1ccc(S(=O)(=O)NCC(=O)N2CCN(c3ccccn3)CC2)cc1	-6.5	12.7	-0.6	-31.7	-5.8	-2.0	-5.0	9.4	24.6	-16.8	-2.1
CCc1ccc(S(=O)(=O)Nc2nccs2)cc1	-1.7	10.6	29.2	-6.5	-13.3	-0.1	12.2	14.8	-1.2	-12.4	6.1
CSc1cccc(NC(=O)COc2ccccc2C)c1	0.2	-16.0	-7.2	5.5	-8.4	0.6	-138.2	-177.9	-4.2	-31.1	-52.5
CCOC(=O)CNC1CC(=O)N(c2cccc(Cl)c2)C1=O (stereo not drawn)	-13.3	8.4	-8.8	-4.4	3.1	-3.1	-14.3	6.2	9.7	-5.3	0.1
CC1=C(C)CC(C(=O)NCc2c(F)cccc2Cl)C(C(=O)O)C1 (stereo not drawn)	-2.8	0.9	3.5	-75.3	-7.0	1.9	-1.8	15.4	9.8	-6.3	2.4
Cc1cccc(NC(=O)Nc2ccc(Oc3c(F)c(F)c(F)c(F)c3F)cc2)c1	-24.6	10.6	-4.9	-5.1	-8.3	-0.8	15.8	-13.1	11.8	40.1	-1.1
CCC(C)c1ccccc1NS(=O)(=O)c1cnn(CC)c1 (stereo not drawn)	-34.0	-0.5	3.0	-5.5	-7.5	2.7	26.7	12.6	7.1	19.4	13.0
Cc1csc(NC(=O)C(NS(=O)(=O)c2ccc(Br)s2)c2ccccc2)n1 (stereo not drawn)	-1.3	-14.8	6.3	-38.9	14.6	-0.6	-28.6	-42.4	-13.6	1.4	-5.5
COc1cc(C2NC(=S)NC(c3ccccc3)=C2C(C)=O)cc(Br)c1OCC(N)=O (stereo not drawn)	2.1	-9.2	-0.5	-0.7	-4.7	-2.5	8.0	19.1	-2.2	-8.3	11.4
COc1ccc(/C=C/C(=O)N2CCC(c3ccccc3)C2)cc1 (stereo not drawn)	2.2	-10.2	-21.6	-4.7	-6.4	0.7	-56.0	-51.5	-2.7	-6.9	-32.6

Filtered by structure, the compounds so far containing a thiophene ring, fused or not
SMILES	TRAIL sens C8	MITF TRPM1 inh	TWEAK Fn14 block	NR2E3 ag-1	KKLEB tox	NR2E3 ag-2	Peg3 prom inh	HIF-2a block	CF NFkB inh	Shn3 inh set2	TROY signal inh
CC(=O)c1ccc(NC(=O)CNCc2cccs2)cc1	-5.8	-61.7	-22.2	-58.3	11.5	-3.8	-158.1	-176.6	-15.2	-71.0	-55.2
CCOC(=O)c1c(NC(=O)COC(=O)CCCOc2ccc(OC)cc2)sc(C(=O)N(C)C)c1C	-1.9	2.2	-25.8	-29.1	3.4	x	7.9	-9.0	3.5	-1.5	4.0
O=C(NNC(=O)c1sccc1-n1cccc1)c1ccc(F)cc1	0.7	9.5	8.8	-17.2	-3.9	7.4	12.1	7.3	-10.0	-0.5	-11.5
COCCn1c(C)cc(C(=O)CSc2nc(C)nc3sc4c(c23)CCC4)c1C	18.8	10.5	-1.0	-10.3	-36.8	4.1	28.4	1.2	-2.5	69.6	17.5
Cc1c(C(=O)N2CCN(c3ncccn3)CC2)sc2nc3n(c(=O)c12)CCCC3	-3.7	0.9	-7.0	-29.3	1.9	0.8	-65.0	-52.5	8.3	-29.5	-46.1
O=C(NCc1ccco1)/C(=C\c1cccs1)NC(=O)c1ccsc1	-0.4	-6.1	0.1	29.0	1.0	1.7	6.2	16.8	4.4	11.6	-15.4
Cc1csc(NC(=O)C(NS(=O)(=O)c2ccc(Br)s2)c2ccccc2)n1 (stereo not drawn)	-1.3	-14.8	6.3	-38.9	14.6	-0.6	-28.6	-42.4	-13.6	1.4	-5.5

An excerpt. The share of hits here may be higher or lower than overall.
